# SR-BI uptake up – activators of SR-BI mediated HDL lipid uptake. CHO ldlA[mSR-BI] cells, DiI-HDL uptake fluorescence, 3 h; 100 = double the neutral-control signal. activation, % at 12.5 µM. 320,000 compounds, 0.096% hits. AID 504775;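 active = mean replicate activation of at least 60% and every replicate at or above 60%; inconclusive = mean or all-replicate condition met, but not both; inactive = mean below 60% and not all replicates reaching 60%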;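 note: 0% = median plate neutral-control signal and 100% = twice that signal; values of inactives mirror those of a sister screen read the other way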
#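 Material – SR-BI-overexpressing, LDLR-lacking CHO cells · Medium – BSA-supplemented, HEPES-buffered Ham's F12, pH 7.4 · Doses – single concentration · Times – compound with DiI-HDL co-incubation, 3 h at 37 °C · Measured by – bottom-read fluorescence, 550/595 nm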
# RTF Ca sens act – cardiac RTF calcium sensitization | P19429+P45379 | IANBD-labeled TnC RTF fluorescence at EC20 calcium; 0% EC20 calcium, 100% full calcium | activation, % at 7.2 µM | 340,000 compounds, 0.24% hits | AID 493008;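 active = activation above the mean over all tested compounds plus 3 SD, cut at about 30% in these data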;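 note: rise in fluorescence read as greater calcium sensitivity of cardiac thin filaments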
# CDK5 p35 inh – blocks human CDK5/p35 kinase activity; AID 488839; inhibition, % at 10 µM; Recombinant CDK5/p35, ADP-Glo luminescence, 60 min; 330,000 compounds, 0.01% hits; Q00535+Q15078;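 active = highest replicate inhibition of at least 50% and at least 75% of replicates reaching 50%; inconclusive = only one of the two criteria met; inactive = both criteria failed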;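 note: plate controls were DMSO neutral control for no effect and GW8510 at 10 µM for full effect; many of its hits are not listed in these tables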
# SR-BI DiI inh – mouse SR-BI HDL lipid transfer inhibition. inhibition, % at 12.5 µM. ldlA[mSR-BI] CHO cells, DiI-HDL uptake fluorescence, 3 h. 320,000 compounds, 0.96% hits. Q61009;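 active = mean replicate inhibition of at least 70% and a set share of replicates each scoring 70 or more; inconclusive = meets just one of the two criteria; inactive = fails both criteria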;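 note: 0% = median of neutral control wells and 100% = median of positive control wells; values of inactives mirror those of a sister screen read the other way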
# Target sequence (Q61009 whole entry, looked up): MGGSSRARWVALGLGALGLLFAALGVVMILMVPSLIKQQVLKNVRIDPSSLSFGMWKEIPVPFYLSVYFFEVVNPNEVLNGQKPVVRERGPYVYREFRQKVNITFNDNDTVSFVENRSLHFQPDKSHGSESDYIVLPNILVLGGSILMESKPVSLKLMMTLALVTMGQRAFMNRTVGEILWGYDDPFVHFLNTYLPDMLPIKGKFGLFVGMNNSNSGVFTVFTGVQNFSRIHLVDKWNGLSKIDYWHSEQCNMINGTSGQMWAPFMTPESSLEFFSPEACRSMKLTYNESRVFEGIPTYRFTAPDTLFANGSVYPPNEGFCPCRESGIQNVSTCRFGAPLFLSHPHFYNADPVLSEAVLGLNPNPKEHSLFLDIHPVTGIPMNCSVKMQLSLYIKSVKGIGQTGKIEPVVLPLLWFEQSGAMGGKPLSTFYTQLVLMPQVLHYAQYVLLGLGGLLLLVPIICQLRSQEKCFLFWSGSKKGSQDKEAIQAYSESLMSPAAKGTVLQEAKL
# Wnt bcat act – Wnt/beta-catenin pathway activation; Wnt/beta-catenin reporter cell assay, activator, plate reader; activation, % at 9.35 µM; 300,000 compounds, 1.2% hits; AID 743398; in the data active = activation above about 30%, passing the limit was not always enough; inconclusive = no clear call, values can overlap the other calls;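 note: 0% = neutral control wells and 100% = positive control wells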
# HTR5A ag ctr – counter-screen for OPRM1-OPRD1 agonists: human HTR5A agonism | P47898 | HTR5A agonist assay, luminescence, cell-based | activation, % at 9.3 µM | 340,000 compounds, 0.61% hits | AID 504692; in the data active = activation mostly above about 9.5%, no sharp cut-off; inactive = mostly below about 7.6%;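 note: 0% = cells with vehicle only and 100% = reference agonist; strong numbers were not always called active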
# Target sequence (P47898 whole entry, looked up): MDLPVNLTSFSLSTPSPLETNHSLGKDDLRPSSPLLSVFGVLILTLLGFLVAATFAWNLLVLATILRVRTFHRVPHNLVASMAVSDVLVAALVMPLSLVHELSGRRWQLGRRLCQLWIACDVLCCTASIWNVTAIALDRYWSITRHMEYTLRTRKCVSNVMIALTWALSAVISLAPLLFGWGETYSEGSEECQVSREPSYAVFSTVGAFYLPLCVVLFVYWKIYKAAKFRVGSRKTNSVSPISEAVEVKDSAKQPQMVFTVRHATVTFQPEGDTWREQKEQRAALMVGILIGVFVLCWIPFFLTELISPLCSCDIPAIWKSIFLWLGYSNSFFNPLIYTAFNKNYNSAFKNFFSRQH
# MITF act – activators of MITF-driven TRPM1 promoter activity in SK-MEL-5 cells; 300,000 compounds, 0.75% hits; SK-MEL-5 TRPM1-promoter luciferase, 24 h; % of positive control, neutral wells = 0; activation, % at 12.5 µM;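 active = mean activation of at least 80% with every replicate also reaching 80%; inconclusive = mean reaches 80% but some replicate falls short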;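 note: 0% = neutral control wells and 100% = parthenolide positive control wells; values of inactives mirror those of a sister screen read the other way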
# dFosB act – activators of mouse delta FosB homodimer | P13346 | purified delta FosB, TAMRA-CDK5 oligo fluorescence polarization; percent of positive-control signal above neutral wells | activation, % at 25 µM | 340,000 compounds, 0.99% hits | AID 493131;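 active = mean activation above about 17%, with every replicate also reaching it, limit read from the data, passing the limit was not always enough; inconclusive = only one of the two conditions met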;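 note: fluorescence polarization rise as delta FosB binds a TAMRA Cdk5 AP-1 oligo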
# Rtt109 HAT inh – blocks Candida albicans Rtt109/Vps75 acetyltransferase activity | 330,000 compounds, 0.16% hits | inhibition, % at 34.9 µM | purified Rtt109/Vps75, ThioGlo CoA-SH fluorescence, 4 h;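 active = inhibition of at least 50% in every replicate; inconclusive = best replicate reaches 50% inhibition but some replicates fall short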
# PvdQ acylase – blocks Pseudomonas aeruginosa PvdQ acylase activity. inhibition, % at 10 µM. purified PvdQ acylase, fluorescence plate reader. 340,000 compounds, 0.063% hits; in the data active = inhibition above about 30%, passing the limit was not always enough; inconclusive = no clear call, values can overlap the other calls;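 note: 0% = vehicle neutral wells and 100% = reference inhibitor wells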
# Active calls of the source: *; ? = inconclusive; nt = no result given.
SMILES,SR-BI uptake up,RTF Ca sens act,CDK5 p35 inh,SR-BI DiI inh,Wnt bcat act,HTR5A ag ctr,MITF act,dFosB act,Rtt109 HAT inh,PvdQ acylase
CC(C)CCN1C(=O)c2ccc(C(=O)Nc3ccc(O)cc3C(=O)O)cc2C1=O,11.3,-1.8,-0.1,-11.3,1.5,-0.7,-13.4,1.0,3.5,-7.0
COc1ccccc1CNC(=O)c1cc(=O)c2ccccc2o1,-4.3,-2.0,-1.4,4.3,2.1,8.2,3.4,-8.7,12.3,7.2
O=C1NC(=Nc2ccc3ccccc3c2)S/C1=C/c1ccco1,-20.9,-7.6,0.3,20.9,-0.1,-4.1,14.3,-0.7,1.7,-3.2
CC(OC(=O)c1cc(=O)[nH]c2ccccc12)C(=O)NCc1ccccc1 (configuration not stated),15.0,-6.9,2.2,-15.0,-0.3,-0.6,-9.3,-8.8,5.1,-6.6
Cc1ccc(C(=O)N(C)Cc2ccccc2)cc1S(=O)(=O)N1CCOCC1,19.3,-2.4,-0.9,-19.3,0.7,4.1,-1.8,-2.0,-17.0,-11.8
Cc1nc(CS(=O)(=O)c2ccc(Cl)cc2)cc(N2CCOCC2)n1,12.1,1.2,-2.0,-12.1,-2.9,3.0,-5.0,-2.0,-10.0,-13.0
NS(=O)(=O)c1ccc(NC(=O)CN2CCN(S(=O)(=O)/C=C/c3ccccc3)CC2)cc1,-1.0,-0.3,0.0,1.0,0.9,2.9,-9.5,0.2,-1.2,-0.2
Cc1ccc(N2CCN(S(=O)(=O)c3ccc(Cl)s3)CC2C)cc1 (configuration not stated),-22.7,-1.8,0.5,22.7,-1.3,0.2,-5.4,-4.7,-7.7,-9.8
O=C1CCc2cc(S(=O)(=O)N3CCC(C(=O)NCc4ccccc4Cl)CC3)ccc2N1,-9.2,2.1,0.7,9.2,-4.0,1.0,12.2,-5.7,-9.6,-15.4
Cc1ccc(OCC(=O)OCc2c(C)noc2C)cc1C,-1.0,4.4,-1.1,1.0,nt,5.1,6.7,-7.1,-0.6,-8.9
O=S(=O)(NCC1(N2CCOCC2)CCCCC1)c1ccc(Cl)cc1C(F)(F)F,8.8,1.0,-1.2,-8.8,4.5,-9.4,8.5,-4.5,9.5,-5.2
CC1=CC2(C)C(C3C(C)=CC2(C)C(=O)C3(C)O)C(C)(O)C1=O (configuration not stated),14.5,0.8,-7.2,-14.5,-4.2,-3.2,3.1,0.4,6.2,-25.8
CCC[C@@H](CN1CCC[C@H]1CN1C(N)=NC[C@@H]1Cc1ccccc1)N1C[C@@H]([C@H](C)CC)N(CCCC2CCCC2)C1=N,46.4,0.8,2.9,-46.4,nt,-4.9,-25.5,?,?,-30.3
N#C/C(=C\N1CCOCC1)C(N)=O,-8.0,nt,0.9,8.0,-2.0,nt,nt,-1.7,-2.8,-17.5
CC(=O)OCCn1c(Br)nc2c1c(=O)[nH]c(=O)n2C,1.6,-1.2,0.4,-1.6,3.3,-1.4,nt,-1.7,-7.4,-7.7
CCOc1cc(N2CCOCC2)c(OCC)cc1NC(=O)CN1CCCC(C)C1 (configuration not stated),-7.2,2.3,-0.8,7.2,-4.2,2.5,6.8,0.3,3.4,-7.2
O=C(COc1ccc(S(=O)(=O)N2CCCCC2)cc1Cl)N1CCCC1,-19.3,5.6,0.0,19.4,-2.4,0.8,1.0,-9.1,3.9,-5.6
O=C(CNC(=O)Cc1ccccc1)N=Nc1c(O)[nH]c2ccc(Br)cc12,-0.4,-0.1,-0.3,0.4,-1.9,-6.2,-8.9,12.7,0.6,-4.9
NC(=O)C1CCN(C(=O)CCCCCn2c(=O)[nH]c3ccsc3c2=O)CC1,16.4,-6.4,0.1,-16.4,-6.2,-2.2,-2.7,-3.0,-6.0,1.3
CCCCN1CC(=O)N2[C@H]3c4ccc(OC)cc4OC[C@@H]3[C@H](C(=O)OCC)[C@]2(C)C1=O,13.0,6.8,1.3,-13.0,2.2,5.6,5.2,-4.4,-17.5,-13.4
CCOc1cc(C(=O)O/N=C(\N)c2ccccn2)cc(OCC)c1OCC,-53.7,-3.0,1.2,53.7,0.6,4.2,-3.4,-19.2,-1.0,-2.8
Cc1ccc(S(=O)(=O)N2c3ccccc3-c3c(ssc3=S)C2(C)C)cc1,7.8,-12.6,0.4,-7.8,-2.4,-2.7,-8.5,3.1,4.0,-7.8
COC(=O)CCC(NC(=O)OCc1ccccc1)C(=O)NC(CC(C)C)C(=O)OC (configuration not stated),-3.1,7.1,-2.1,3.1,-5.1,0.2,nt,-6.5,2.8,-14.2
CCN(Cc1ccccc1)S(=O)(=O)c1csc(C(N)=O)c1,-4.8,-2.3,-0.6,4.8,0.1,2.6,2.8,3.2,6.6,5.1
CCNC(=S)NNC(=O)c1csc2c1CCCC2,3.3,1.6,0.1,-3.3,0.5,-3.1,-0.9,-1.4,29.4,6.4
CC(C)[C@H](NC(=O)c1ccco1)C(=O)OCc1cc(=O)n2c(n1)sc1ccccc12,-19.1,-6.2,0.9,19.1,2.2,3.7,-4.5,-18.6,2.2,8.0
CCOc1cc2[nH]c(=O)n(Cc3ccc(C(=O)NCCOC)cc3)c(=O)c2cc1OCC,-3.5,-1.9,-0.3,3.5,-2.5,6.8,0.5,12.4,0.1,4.9
COc1cccc(CC2(CO)CCCN(Cc3ccc4c(c3)OCCO4)C2)c1 (configuration not stated),8.4,-1.6,0.1,-8.4,0.6,0.7,5.8,-11.2,0.9,-18.1
Oc1ccc(O)c(Cc2nc3ccccc3[nH]2)c1,3.5,2.8,0.0,-3.5,-1.3,2.2,-23.1,-4.4,24.9,-2.6
COc1ccc(C(=O)CN2CCN(S(=O)(=O)c3cccc([N+](=O)[O-])c3)CC2)cc1OC,46.9,-5.2,0.5,-46.9,-2.2,-2.0,-6.1,-6.8,-1.0,-9.4
CC(C)N1CCc2c(sc(NC(=O)c3ccc(S(=O)(=O)N4CCOCC4)cc3)c2C#N)C1,7.1,9.1,0.9,-7.1,nt,-3.4,17.6,-9.2,-1.5,2.5
O=C(COC(=O)c1ncc(Cl)c(Cl)c1Cl)NC1CCCCCC1,14.5,-2.9,0.2,-14.5,-0.1,-0.3,-0.6,-1.7,-6.5,-12.4
CCOC(=O)CSc1ncnc2c1c(-c1ccccc1)cn2-c1ccc(OC)cc1,-54.8,1.5,-1.6,54.8,-4.1,-3.2,2.8,-8.4,-0.8,-15.7
C[N+](C)(C)CCCCCCC(=O)/C=N/O,1.3,-2.9,-1.1,-1.3,-0.6,-4.2,-8.7,-0.4,19.7,-5.0
Cc1c(C#N)c(NC(=O)c2ccccc2)n(Cc2ccccc2)c1C,10.3,0.4,-0.2,-10.3,-3.4,-11.3,-6.0,2.2,3.6,-7.7
CCOC(=O)C1CCCN(S(=O)(=O)c2ccc(OC)c3ccccc23)C1 (configuration not stated),-25.0,6.1,-0.3,25.0,-4.9,-2.9,nt,-5.2,4.7,-11.8
C#CCN1C(=O)S/C(=C\c2cc3c(cc2OC)OCO3)C1=O,-10.5,0.2,-0.9,10.5,0.1,8.1,2.9,-1.5,2.1,-9.6
Cc1cccc(C)c1NC(=O)N1CCC(N2CCCCC2)CC1,8.1,1.2,-1.7,-8.1,nt,-5.2,4.1,3.1,0.9,3.6
O=C(Nc1ccc(Br)cc1)C1CCN(C(=O)c2ccco2)CC1,nt,-6.1,-2.6,nt,2.8,-2.9,0.5,-5.5,-8.1,-11.0
Cc1ccccc1NC(=O)c1nc[nH]c1C(=O)NCc1ccccc1,-1.1,8.3,-0.7,1.1,nt,-2.0,-8.8,-12.0,-25.1,-11.5
O=S(=O)(Nc1cccc(-n2cnnn2)c1)c1ccccc1C(F)(F)F,24.9,0.0,0.3,-24.9,0.4,0.8,-3.1,6.3,8.3,-12.5
Cc1cc(C(=O)Nc2ccc(F)cc2F)on1,9.0,7.2,-0.3,-9.0,2.4,-1.9,7.5,4.8,-0.4,5.0
COc1cccc(N2CCN(c3ccc4nnc(CCC(=O)Nc5cc(C)ccn5)n4n3)CC2)c1,5.0,-2.3,1.3,-5.0,0.3,-2.3,0.6,-10.5,-2.1,7.6
CCOc1ccccc1N/C(=C(/C(Cl)=C(Cl)Cl)[N+](=O)[O-])n1cncn1,2.0,-2.1,0.9,-2.0,-0.6,5.1,-10.6,-14.9,-11.2,-7.1
CN1CCN(CCC(=O)Nc2ccc(F)c(F)c2)CC1,8.2,-7.8,0.1,-8.2,nt,12.3,0.3,-2.8,4.2,4.5
CCC(C)NC(=O)COCc1cc(-c2ccc3c(c2)OCO3)on1 (configuration not stated),-5.9,-2.0,0.3,5.9,0.2,7.3,-6.7,-7.0,nt,-9.4
O=C(N/N=C/c1c(F)c(F)c(F)c(F)c1F)c1cc(-c2ccccc2)nc2ccccc12,-33.9,-0.8,1.1,33.9,-0.6,3.8,-5.5,0.8,-2.6,-10.1
CCCCc1ccc(NC=C2C(=O)OC3(CCCCC3)OC2=O)cc1,5.4,-5.0,1.6,-5.4,3.6,5.0,nt,-8.8,-1.0,1.6
CCOC(=O)C1(CCc2ccccc2)CCN(C(=O)CCn2cncn2)CC1,3.1,-2.3,0.7,-3.1,1.4,-1.0,6.5,-8.1,-2.4,-3.4
CN(C(=O)CSc1nnc(-c2ccc(Cl)cc2)n1C)C1CCS(=O)(=O)C1 (configuration not stated),28.6,2.4,-2.8,-28.6,0.3,5.9,nt,1.9,-1.0,-14.1

# Next part
SMILES,SR-BI uptake up,RTF Ca sens act,CDK5 p35 inh,SR-BI DiI inh,Wnt bcat act,HTR5A ag ctr,MITF act,dFosB act,Rtt109 HAT inh,PvdQ acylase
Cc1cc(N2C(=O)C(O)=C(C(=O)c3ccc(C)o3)C2c2ccc([N+](=O)[O-])cc2)no1 (configuration not stated),6.2,-0.9,1.8,-6.2,-0.4,-0.2,5.5,-2.7,7.8,1.1
Cc1ccc(S(=O)(=O)c2c(N)n(Cc3ccco3)c3nc4ccccc4nc23)cc1C,17.2,12.5,-2.1,-17.2,-10.0,1.3,nt,-6.4,-6.3,1.1
O=C(/C=C/c1cccnc1)/C=C/c1cccnc1,-11.2,2.4,-1.4,11.2,-19.8,-1.6,-95.9,7.3,-1.1,-11.6
Nc1ncnc2c1ncn2C1OC(CO)C(O)C1N (configuration not stated),3.5,-3.7,-1.1,-3.5,-1.7,nt,14.6,1.0,-5.2,0.5
CC(C)(CO)CNC(=O)CC1C(=O)NCCN1CC(c1ccccc1)c1ccccc1 (configuration not stated),21.4,7.9,-0.7,-21.4,-0.3,-3.0,-6.3,-7.4,6.8,-9.0
CN(C1CCCCC1)S(=O)(=O)c1ccc(NC(=O)C2CCCCC2)cc1,-26.6,9.1,-5.2,26.6,nt,3.5,-6.2,-7.6,-9.8,0.4
COc1cccc(CNC(=O)c2ccc(S(=O)(=O)N3CCOCC3)cc2)c1,9.8,9.2,-0.3,-9.8,2.8,-1.1,-3.7,2.7,-15.3,-9.2

# Rows are unselected; 4.4% or so of the library scored in one or more.
